# CHOP UPR activ: activators of apoptotic CHOP UPR arm, primary screen, cell-based, CHO-CHOP luciferase reporter, luminescence, uHTS. actives 0.34% (n = 330,000). UPR activation; percent of tunicamycin response over DMSO baseline. activation, % at 10 µM;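 active = at 10 µM dose, activation of 40% or more, normalized to positive control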;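 note: 100% = tunicamycin at 10 µg/mL and 0% = DMSO alone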
#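 Assay system: CHO cells with stable CHOP pathway luciferase reporter; Buffer or medium: F12 plus 10% serum; Times: 16-18 h cell attachment, then 6 h compound exposure, 37 °C; Signal: luciferase luminescence; Read-out basis: percent activation relative to tunicamycin control; Control set: tunicamycin high control, DMSO low control.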
# 697 NFkB inh: inhibitors of PMA/ionomycin-induced NF-kB reporter, 697 cells, primary screen, B-cell NF-kB inhibitor project, cell-based, luminescence, uHTS. 697 B-cell NF-kB luciferase reporter, 16 h. inhibition, % at 4 µM. actives 0.33% (n = 330,000). AID 435022, 2010; in the data active = inhibition above about 35%
# TIM10 inh: growth inhibitors of isogenic TIM10 control yeast, primary screen, counter-screen for tim10-1 yeast inhibitor project, luminescence, uHTS; S. cerevisiae TIM10 strain growth, BacTiter-Glo luminescence, 24 h; inhibition, % at 10 µM; actives 1.4% (n = 330,000); AID 463195, 2010;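 active = inhibition of 40% or more at the single tested concentration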;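 note: wild-type TIM10 isogenic control strain grown at permissive 25 °C; 0% = DMSO yeast wells and 100% = minimal medium wells without yeast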
# Jurkat NFkB inh: inhibitors of induced NF-kB luciferase reporter, primary screen, TCR NF-kB activation inhibitor project, cell-based, luminescence, uHTS | actives 0.53% (n = 330,000) | Jurkat, PMA/ionomycin-induced NF-kB luciferase reporter | inhibition, % at 4 µM; in the data active = inhibition above about 50%
# tim10-1 inh: growth inhibitors of tim10-1 mutant yeast, primary screen, luminescence, uHTS; S. cerevisiae tim10-1 ts strain growth, BacTiter-Glo, 24 h; actives 2.2% (n = 330,000); inhibition, % at 20 µM;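 active = inhibition of at least 40%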;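 note: mutant grown at 25 °C; 0% = DMSO wells with yeast and 100% = wells holding no yeast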
# UPR XBP1 act: activators of adaptive XBP1 UPR arm, primary screen, cell-based, CHO-XBP1 luciferase reporter, luminescence, uHTS | IRE1-XBP1 UPR activation; percent of tunicamycin response, DMSO as zero | activation, % at 20 µM | actives 0.33% (n = 330,000);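 active = versus positive control, 20 µM dose yields 30% or more activation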;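 note: 100% = tunicamycin at 10 µg/mL and 0% = DMSO only wells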
#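 Material: IRE1-XBP1 luciferase reporter CHO line / Quantity: one thousand reporter cells per well / Buffer or medium: F12 with 10% serum / Compound: 20 µM single concentration, DMSO 1% / Times: 6 h treatment, 37 °C / Detection: Steady-Glo luciferase glow luminescence, 10 min after reagent addition / Benchmarks: tunicamycin high, DMSO low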
# tim23-1 inh: growth inhibitors of tim23-1 mutant yeast, primary screen, luminescence, uHTS | inhibition, % at 20 µM | actives 1.3% (n = 330,000) | S. cerevisiae tim23-1 growth, BacTiter-Glo luminescence, 24 h;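 active = growth inhibition of the mutant yeast at or above 50%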;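 note: temperature-sensitive mutant grown at 25 °C; plate controls were DMSO-treated mutant yeast for no effect and medium wells lacking yeast for full effect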
# Mdm2 MdmX PPI: inhibitors of human Mdm2-MdmX association, primary screen, cell-based, luminescence, split luciferase, SaOS-2, uHTS | Protein Mdm4 (Homo sapiens) + E3 ubiquitin-protein ligase Mdm2 (Homo sapiens), … | SaOS-2 split-luciferase Mdm2/MdmX complementation | inhibition, % at 8 µM | actives 3% (n = 330,000) | AID 485346, 2010;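 active = inhibition of at least 50% at 8 µM in the primary screen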
# Target sequence (O15151 whole entry, looked up): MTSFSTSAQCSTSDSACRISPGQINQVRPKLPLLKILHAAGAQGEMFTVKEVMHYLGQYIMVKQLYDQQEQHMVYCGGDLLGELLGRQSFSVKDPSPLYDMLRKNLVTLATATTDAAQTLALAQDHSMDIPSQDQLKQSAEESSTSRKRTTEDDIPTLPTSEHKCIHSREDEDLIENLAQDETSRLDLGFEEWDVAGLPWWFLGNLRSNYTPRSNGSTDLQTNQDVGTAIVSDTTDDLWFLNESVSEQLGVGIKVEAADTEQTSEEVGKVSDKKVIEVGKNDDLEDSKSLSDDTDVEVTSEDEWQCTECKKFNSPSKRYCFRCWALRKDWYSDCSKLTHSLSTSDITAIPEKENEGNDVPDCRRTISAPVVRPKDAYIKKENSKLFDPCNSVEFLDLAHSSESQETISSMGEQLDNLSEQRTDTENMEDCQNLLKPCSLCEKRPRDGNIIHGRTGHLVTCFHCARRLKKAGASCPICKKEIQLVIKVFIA
# Target sequence (Q00987 whole entry, looked up): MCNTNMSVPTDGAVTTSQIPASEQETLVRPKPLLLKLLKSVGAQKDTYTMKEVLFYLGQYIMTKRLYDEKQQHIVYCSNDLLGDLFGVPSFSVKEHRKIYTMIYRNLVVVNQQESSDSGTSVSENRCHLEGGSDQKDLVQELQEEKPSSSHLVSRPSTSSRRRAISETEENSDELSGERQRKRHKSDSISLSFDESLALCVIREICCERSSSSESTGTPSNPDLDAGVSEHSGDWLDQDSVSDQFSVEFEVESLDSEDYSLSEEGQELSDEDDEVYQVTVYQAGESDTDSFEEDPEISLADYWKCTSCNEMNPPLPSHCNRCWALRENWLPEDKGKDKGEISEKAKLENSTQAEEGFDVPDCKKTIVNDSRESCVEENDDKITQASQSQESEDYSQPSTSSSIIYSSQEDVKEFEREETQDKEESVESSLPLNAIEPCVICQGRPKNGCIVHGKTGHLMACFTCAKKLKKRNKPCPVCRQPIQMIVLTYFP
# An asterisk follows results filed as active; x = no result given. Compounds were not picked by outcome; 6.6% or so of the library scored in one or more.
SMILES,CHOP UPR activ,697 NFkB inh,TIM10 inh,Jurkat NFkB inh,tim10-1 inh,UPR XBP1 act,tim23-1 inh,Mdm2 MdmX PPI
COCCNC(=O)CSc1ccccc1C(=O)NCC1CCCCC1,-2.2,8,5,4,2,-3,12,-10
CCCCCSc1nc2c(cnn2-c2ccc(F)cc2)c(=O)[nH]1,2.5,-9,16,-5,-22,1,1,-6
Cc1nc([N+](=O)[O-])c(Br)n1CC(=O)c1ccc(Br)cc1,75*,-5,40,9,48*,-3,40,63*
Cc1ccc(C(CC(=O)NCCCN(C)C)c2ccc(OC(C)C)cc2)cc1 (stereo not drawn),-3.0,5,-7,9,11,-5,1,-2
O=C(CCNC(=O)c1ccc([N+](=O)[O-])cc1)Nc1nccs1,0.5,10,-23,-1,-11,-1,4,-4
Cc1nc(C)c(C(=O)OCC(=O)Nc2ccccc2SCC#N)s1,-0.8,4,7,5,8,0,5,32
Cc1ccc(N2CC(C(=O)Nc3nnc(SCC(N)=O)s3)CC2=O)cc1C (stereo not drawn),0.2,-25,8,10,20,-2,15,5
CCC(C)n1c(SC(C)C#N)nc2ccccc2c1=O (stereo not drawn),-1.8,7,7,1,25,3,7,25
O=C(Nc1ccc(N2CCOCC2)cc1)c1cc(-c2ccncc2)nc2ccccc12,3.5,7,0,9,22,0,4,0
O=C1CN(C(=O)COc2ccc([N+](=O)[O-])cc2Cl)c2ccccc2N1,0.5,10,-9,-8,0,-2,-5,25
O=C(COC(=O)c1ccc(O)cc1)Nc1ccc(S(=O)(=O)N2CCOCC2)cc1,0.6,3,6,-16,-2,0,-13,22
O=C1[C@@H]2Cc3c([nH]c4ccccc34)CN2C(=O)CN1CCCO,-1.8,7,5,-38,-11,3,20,-13
Cc1ccc(NS(=O)(=O)c2ccc(NC(=O)c3ccc(Br)o3)cc2)c(C)c1,5.9,-33,42*,7,26,-1,17,30
CC(OC(=O)CN1C(=O)NC2(CCCC2)C1=O)c1ccc(F)cc1 (stereo not drawn),-2.4,-30,12,-7,15,-1,3,1
COc1ccccc1CN(C)C(=O)C1COc2ccccc2O1 (stereo not drawn),-1.6,-6,5,7,20,-1,8,16
Cc1ccc(OCC(=O)N2CCN(C(=O)c3ccco3)CC2)cc1,0.8,-6,0,-1,17,1,6,-27
Cc1ccc(NC(=O)C2CCCN(c3cnccn3)C2)c(C)c1 (stereo not drawn),-1.3,-6,-4,11,-10,-2,4,-3
CC1(c2ccccc2)NC(=O)N(CC(=O)NNC(=O)c2ccccc2)C1=O (stereo not drawn),0.0,19,2,-14,-3,-6,-4,-5
Cc1nnc(SCC(=O)NNC(=O)c2ccccc2)n1-c1ccccc1,0.7,18,4,2,2,0,4,6
C[C@@H]1CN([C@@H](C)CO)C(=O)c2cc(NC(=O)CCC(F)(F)F)ccc2O[C@H]1CN(C)Cc1ccc(Cl)c(Cl)c1,0.2,-3,7,7,-1,-3,5,47

# Single entries from the list.
# Under Mdm2 MdmX PPI, CC1(c2ccccc2)NC(=O)N(CC(=O)NNC(=O)c2ccccc2)C1=O (stereo not drawn) reads -5
# Under Mdm2 MdmX PPI, O=C(CCNC(=O)c1ccc([N+](=O)[O-])cc1)Nc1nccs1 reads -4

# (list continues)
SMILES,CHOP UPR activ,697 NFkB inh,TIM10 inh,Jurkat NFkB inh,tim10-1 inh,UPR XBP1 act,tim23-1 inh,Mdm2 MdmX PPI
Cc1ccc(S(=O)(=O)N2CCOCC2)cc1NC(=O)CSc1nnnn1C1CCCC1,8.1,9,9,6,7,-4,11,-2
N#CC1=C(SCC(=O)NC23CC4CC(CC(C4)C2)C3)NC(=O)C(C#N)C12CCCCC2 (stereo not drawn),2.2,-45,12,12,13,-3,16,40
COC(=O)c1ccccc1SC(CC(=O)c1ccccc1)c1ccc(F)cc1 (stereo not drawn),4.5,9,19,-2,21,1,20,-11
CCc1nc(N2CCN(S(=O)(=O)c3ccc(Br)cc3)CC2)c2c(C)c(C)sc2n1,0.2,18,11,-3,22,-3,15,0
Cc1cc(C)n2c(C)nnc2c1,1.8,7,-14,1,4,-2,6,23
O=C(c1ccc(S(=O)(=O)Cc2ccccc2Cl)c([N+](=O)[O-])c1)N1CCN(c2ccccn2)CC1,2.0,23,39,4,52*,-3,44,75*
CCN(C1CCS(=O)(=O)C1)S(=O)(=O)c1cccs1 (stereo not drawn),-1.7,-16,-3,-11,-17,-3,-2,15
Cc1nc2ncc(Br)cc2[nH]1,1.2,12,2,-5,-3,1,3,-10
COCCCn1c(=N)c(C(=O)NCC2CCCO2)cc2c(=O)n3ccccc3nc21 (stereo not drawn),-0.5,-1,5,15,9,1,-5,-8
O=[N+]([O-])c1ccc(C2=NN(CCO)C(=Nc3ccc(OC(F)(F)F)cc3)SC2)cc1,-0.2,0,45*,75*,45*,1,48,18
O=C(CC(c1ccc(F)cc1)c1ccco1)N1CCCC1 (stereo not drawn),0.9,8,8,4,-4,-2,0,3
CCC1CCC2(CC1)NC(=O)N(CC(=O)NCc1ccccc1Cl)C2=O (stereo not drawn),-1.3,7,-3,2,0,-2,-2,2
O=C(Cn1c(=O)oc2cc(S(=O)(=O)N3CCCC3)ccc21)NCc1ccccn1,-2.9,9,-23,14,-5,-3,-1,11
CCOc1ccc2nc(N3CCOCC3)nc(C)c2c1,5.2,-127,10,-102,15,4,30,-44
O=C(CCOc1ccccc1)Nc1ccnn1C1CCN(Cc2ccc(F)cc2)CC1,-0.8,-6,6,-17,13,-2,17,8
Cc1noc(C)c1CSc1nc2ccccc2s1,-0.2,-28,2,3,30,1,10,-1
Cc1ccc(CNC(=O)c2cc(C)nn2-c2ccccc2)cc1,-1.6,32,-19,7,2,-2,13,36
Cn1c(=O)c2c(ncn2CC(=O)N2CCN(c3cccc(Cl)c3)CC2)n(C)c1=O,-1.2,-6,2,-8,-11,-5,-2,31
COC(=O)C1=C(C)N(c2ccc(F)c(Cl)c2)C(=O)C1,4.3,16,28,5,34,0,32,10
CC1=C(C)CC(C(=O)NNC(=O)c2csc(C)c2C)C(C(=O)O)C1 (stereo not drawn),1.4,1,-8,-4,-3,-2,12,12
COCCNC(=O)Cn1cnc2sc(C)c(S(=O)(=O)N3CCC(C)CC3)c2c1=O,0.0,5,-4,-1,9,-4,6,8
CC1=C(C#N)C2(O)C(=O)c3ccccc3C2(O)N1 (stereo not drawn),-0.8,-5,-9,7,3,1,4,-2
O=C(NCCc1c[nH]c2ccccc12)/C(=C\c1cccs1)NC(=O)c1ccccc1,-1.6,-3,3,0,9,-1,20,14
CCOC(=O)N1CCN(c2c(NCCN3CCN(c4ccccc4F)CC3)c(=O)c2=O)CC1,-1.0,5,-2,3,-7,-2,-8,1
C=CCc1ccccc1OCCn1ccnc1,-0.4,-10,7,4,13,1,5,13
O=C(CN1CCCCCC1)N/N=C/c1cccc(Cl)c1,0.5,4,-6,5,8,-2,1,7
Cc1[nH]nc(N=CC2=C(O)CC(c3ccco3)CC2=O)c1-c1ccccc1 (stereo not drawn),32,-8,21,0,19,9,32,8
Cc1ccc(/C(N)=N/OC(=O)CCCc2ccccc2)cc1,-0.6,-41,60*,-26,54*,-1,70*,-9
COc1cc2sc3ccc(-c4ccc(N(C)C)nc4)cc3c(=O)c2cc1OC,-0.8,-161,5,-159,9,6,12,-21
O=C(CCCn1c(=O)[nH]c2cc(Cl)ccc2c1=O)NCCC1=CCCCC1,0.6,6,8,7,11,0,2,33
O=C(CCc1ccccc1)NNC(=O)Nc1ccc(Br)cc1,5.9,10,-3,-6,-7,-2,1,-11
C=C1c2ccccc2O[C@H](C(=O)OCC)[C@@H]1C1CCCCC1,2.9,-6,-3,x,20,3,43,7
CC(Nc1cccc([N+](=O)[O-])c1)C(=O)Nc1ccc(S(=O)(=O)N2CCCC2)cc1 (stereo not drawn),2.1,26,5,8,14,-3,13,22
CC1(C)OC2OC(C(=O)N/N=C/c3cc(Br)ccc3O)C3OC(C)(C)OC3C2O1 (stereo not drawn),-0.7,-6,16,2,10,-2,22,24
COc1ccc(CCNC(=O)Cn2nnc(-c3ccc(N(C)C)cc3)n2)cc1OC,1.3,-16,-5,10,18,-3,16,14
CC(Cc1cccs1)NC(=S)Nc1ccc(Cl)c(Cl)c1 (stereo not drawn),0.1,-8,25,-7,31,3,11,-16
Cc1cc(C)cc(N2CC(C)(C)C2=O)c1,-1.0,23,7,13,-8,-2,-4,37
COc1ccc(-c2nnc(SC(C)C#N)o2)cc1 (stereo not drawn),1.7,-17,1,-28,5,2,3,1
O=C(Nc1ccc(F)cc1)c1cc(S(=O)(=O)Nc2ccc(F)cc2)cs1,-1.8,-15,-19,11,2,-5,2,10
Nc1nonc1-n1nnc(C(=O)N/N=C/c2ccccc2F)c1CN1CCOCC1,-1.7,5,-1,0,11,0,12,-9
O=C(Nc1cccc(-n2cnnn2)c1)c1cccs1,-2.6,4,12,-4,0,-3,10,-5
Cc1ccc(CN2CCN(CC(=O)N/N=C/c3ccc(C)o3)CC2)cc1,3.3,-13,7,3,-2,-1,-12,-9
CCOC(=O)C(=CNc1cccnc1Oc1ccc(C)c2c1CCC2)C(=O)OCC,6.5,8,16,30,0,-1,13,41
COc1ccc(S(=O)(=O)N2CCN(C(=O)CCOc3ccccc3)CC2)cc1OC,2.3,19,15,17,15,-2,15,20
COc1ccc(C(=O)CC(Nc2ccc([N+](=O)[O-])cc2)c2ccc(OC)cc2)cc1 (stereo not drawn),-1.6,10,26,6,25,-4,28,9
CC1(C)CNC(=O)CC(C)(C)N1,-1.6,21,-21,8,0,-2,10,16
O=C(CN1C(=O)/C(=C2/SC(=S)N(CCS(=O)(=O)O)C2=O)c2ccccc21)Nc1cccc(C(F)(F)F)c1,-1.9,15,8,2,11,2,4,3
CCC1(C)Cc2ccccc2-c2nc(-c3ccccc3)oc(=O)c21 (stereo not drawn),1.1,-2,4,-4,15,0,3,13
CCOC(=O)N1CCC(NC(=O)CCC(=O)c2ccccc2)CC1,0.5,-4,-10,-23,12,-5,12,-5
O=C(Cn1cnc2ccccc21)OCC(=O)N1CCCc2ccccc21,0.3,-7,-5,0,8,-3,5,-1

# Some of these compounds in order of molecular weight, lowest first:
SMILES,CHOP UPR activ,697 NFkB inh,TIM10 inh,Jurkat NFkB inh,tim10-1 inh,UPR XBP1 act,tim23-1 inh,Mdm2 MdmX PPI
O=C(Nc1cccc(-n2cnnn2)c1)c1cccs1,-2.6,4,12,-4,0,-3,10,-5
CCC1(C)Cc2ccccc2-c2nc(-c3ccccc3)oc(=O)c21 (stereo not drawn),1.1,-2,4,-4,15,0,3,13
CCOC(=O)N1CCC(NC(=O)CCC(=O)c2ccccc2)CC1,0.5,-4,-10,-23,12,-5,12,-5
O=C(Cn1cnc2ccccc21)OCC(=O)N1CCCc2ccccc21,0.3,-7,-5,0,8,-3,5,-1
COc1ccc(C(=O)CC(Nc2ccc([N+](=O)[O-])cc2)c2ccc(OC)cc2)cc1 (stereo not drawn),-1.6,10,26,6,25,-4,28,9
CCOC(=O)C(=CNc1cccnc1Oc1ccc(C)c2c1CCC2)C(=O)OCC,6.5,8,16,30,0,-1,13,41
COc1ccc(S(=O)(=O)N2CCN(C(=O)CCOc3ccccc3)CC2)cc1OC,2.3,19,15,17,15,-2,15,20

# Assay outcomes from PubChem.
